Screens: PubChem BioAssay, Sanford-Burnham Center for Chemical Genomics
697 NFkB inh – lowers PMA/ionomycin-induced NF-kB signal in 697 B cells | inhibition, % at 4 µM | 330,000 tested, 0.33% active | AID 435022 | 697 B-cell NF-kB luciferase reporter, 16 h; in the data active means inhibition above about 35%
Gli-Sufu antag – antagonists of Gli-Sufu signaling. Sufu-KO-LIGHT fibroblasts, Gli luciferase reporter luminescence. inhibition, % at 5 µM. 340,000 tested, 0.74% active;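 active means inhibition above about 55%, limit read from the data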;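 further: 0% = DMSO-treated cells and 100% = wells with medium but no cells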
EBI2 antag – antagonists of human EBI2 receptor | EBI2 beta-arrestin recruitment, luminescence, 7a,25-OHC stimulated | inhibition, % at 5 µM | 360,000 tested, 0.81% active | AID 651636; in the data active means inhibition above about 38%;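 further: enzyme fragment complementation signal reports receptor beta-arrestin coupling in cells; 0% = agonist plus DMSO wells and 100% = wells without agonist; some results beyond the cut were filed as inactive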
Target sequence (P32249 whole entry, looked up, the tested form may be a part): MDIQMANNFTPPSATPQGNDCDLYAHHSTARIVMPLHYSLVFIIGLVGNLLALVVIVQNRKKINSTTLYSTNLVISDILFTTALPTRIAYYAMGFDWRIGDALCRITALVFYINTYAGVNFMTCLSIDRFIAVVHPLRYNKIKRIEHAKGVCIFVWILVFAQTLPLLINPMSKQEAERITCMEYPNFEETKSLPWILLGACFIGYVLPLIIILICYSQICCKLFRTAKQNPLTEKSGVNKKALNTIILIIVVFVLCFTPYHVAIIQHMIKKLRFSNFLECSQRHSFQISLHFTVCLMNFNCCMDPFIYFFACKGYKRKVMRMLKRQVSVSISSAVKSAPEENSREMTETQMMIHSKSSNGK
UPR XBP1 act – adaptive UPR (XBP1) activation. CHO-XBP1 luciferase reporter, IRE1-XBP1 UPR activation, luminescence; percent of tunicamycin response, DMSO as zero. activation, % at 20 µM. 330,000 tested, 0.33% active. AID 463104;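 active means versus positive control, 20 µM dose yields 30% or more activation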;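 further: 100% = tunicamycin at 10 µg/mL and 0% = DMSO only wells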
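incubation = overnight seeding at 37 °C, 6 h compound treatment at 37 °C | assay system = CHO-XBP1 cells stably carrying IRE1-XBP1-driven luciferase reporter | input = 1000 cells per well | detection = luciferase luminescence | dosing = single point, 20 µM final compound, 1% DMSO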
CXCR6 block – blocks human CXCR6 beta-arrestin recruitment; CHO-K1 PathHunter CXCR6 beta-arrestin, luminescence; 360,000 tested, 0.36% active; O00574; inhibition, % at 20 µM; in the data active means inhibition above about 34%, passing the limit was not always enough;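 further: antagonist mode with CXCL16 agonist at 10 nM final; 0% = 10 nM CXCL16 with DMSO and 100% = unstimulated wells without agonist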
Jurkat NFkB inh – lowers PMA/ionomycin-induced NF-kB signal in Jurkat cells. 330,000 tested, 0.53% active. PMA/ionomycin-induced NF-kB luciferase reporter, luminescence. AID 435003. inhibition, % at 4 µM; in the data active means inhibition above about 50%
Mdm2 MdmX PPI – human Mdm2/MdmX binding inhibition | O15151+Q00987 | SaOS-2 split-luciferase Mdm2/MdmX complementation, luminescence | inhibition, % at 8 µM | 330,000 tested, 3% active | AID 485346;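 active means inhibition of at least 50% at 8 µM in the primary screen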
CCR6 antag – blocks CCL20-driven beta-arrestin recruitment at human CCR6; P51684; CHO-K1 CCR6 PathHunter beta-arrestin, luminescence, CCL20-stimulated; inhibition, % at 20 µM; 340,000 tested, 0.49% active;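 active means compounds whose inhibition of the agonist-driven luminescence signal at 20 µM reaches about 50%, limit read from the data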;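 further: cells stimulated with CCL20 at 14 nM final; plate controls were DMSO with CCL20 for no effect and DMSO without agonist for full effect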
Target sequence (P51684 whole entry, looked up): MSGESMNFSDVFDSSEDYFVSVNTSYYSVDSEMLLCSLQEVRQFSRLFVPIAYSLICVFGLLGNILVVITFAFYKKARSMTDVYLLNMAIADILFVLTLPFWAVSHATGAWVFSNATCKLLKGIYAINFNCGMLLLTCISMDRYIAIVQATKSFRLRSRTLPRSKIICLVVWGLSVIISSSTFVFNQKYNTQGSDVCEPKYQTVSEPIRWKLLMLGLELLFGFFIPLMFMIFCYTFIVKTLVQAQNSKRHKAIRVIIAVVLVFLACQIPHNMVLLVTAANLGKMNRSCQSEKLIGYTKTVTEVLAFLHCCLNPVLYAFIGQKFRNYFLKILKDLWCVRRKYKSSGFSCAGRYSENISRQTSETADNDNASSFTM
CHOP UPR activ – apoptotic UPR (CHOP) activation; CHO-CHOP luciferase reporter, luminescence; percent of tunicamycin response over DMSO baseline; activation, % at 10 µM; 330,000 tested, 0.34% active;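 active means at 10 µM dose, activation of 40% or more, normalized to positive control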;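 further: 100% = tunicamycin at 10 µg/mL and 0% = DMSO alone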
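measured by = luciferase luminescence | assay system = CHO-CHOP cells, stable luciferase reporter of PERK-eIF2a-CHOP signalling | amount = 500 reporter cells seeded per well | timing = 6 h compound exposure at 37 °C after overnight seeding | controls = positive tunicamycin 10 µg/mL, negative DMSO alone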
* = called active by the depositor; . = not tested or not shown.

| SMILES | 697 NFkB inh | Gli-Sufu antag | EBI2 antag | UPR XBP1 act | CXCR6 block | Jurkat NFkB inh | Mdm2 MdmX PPI | CCR6 antag | CHOP UPR activ |
| --- | --- | --- | --- | --- | --- | --- | --- | --- | --- |
| c1cncc(-c2nnc(SCc3nc4ccccc4[nH]3)o2)c1 | 13.5 | 4.6 | 3.4 | 4.5 | 2.8 | 0.3 | -6.7 | 9.9 | -1.9 |
| COc1ccc2cc3cc(C(=O)N4CCCCCC4)oc3nc2c1 | -265.8 | -18.4 | 9.9 | -6.2 | 4.6 | -136.3 | -169.1 | 14.5 | -2.9 |
| CCOC(=O)C1=C(C)NC(=O)NC1c1c(O)ccc2ccccc12 (configuration not stated) | 12.3 | 6.3 | 4.9 | -2.4 | -1.2 | -1.6 | -10.3 | 8.3 | 0.3 |
| CCC(=O)Nc1ccc(S(=O)(=O)c2ccc(NC(=O)CC)cc2)cc1 | -8.5 | 32.3 | -13.1 | 0.0 | 1.8 | 18.1 | -0.4 | -4.4 | -1.0 |
| COc1ccccc1OC(C)C(=O)N1CC(=O)Nc2ccccc21 (configuration not stated) | 11.2 | 36.0 | 3.0 | -3.0 | 3.9 | 20.7 | -40.2 | 14.5 | 1.8 |
| O=C(CN1CCN(CC(=O)Nc2ccccc2Cl)CC1)Nc1ccc(F)c(F)c1 | 18.9 | -0.9 | -0.6 | -1.5 | 5.6 | -0.4 | 10.3 | 7.8 | -0.2 |
| O=C(/C=C/c1cccs1)N1CCN(c2ccccc2)CC1 | -35.5 | 30.4 | 40.1 | -1.0 | 1.2 | -10.2 | -2.6 | 9.4 | -1.7 |
| COc1ccc([C@@H](NC(=O)OC(C)(C)C)C(=O)OC(C)(C)C)cc1 | 4.7 | 0.8 | -11.3 | -2.3 | 5.9 | 1.7 | -9.0 | 14.5 | 0.3 |
| COc1ccc(CCN2C(=O)CSC2c2ccc(OC)c(OC)c2)cc1OC (configuration not stated) | -18.9 | 23.4 | -0.3 | -2.1 | -6.4 | -3.9 | -41.0 | 2.9 | -1.1 |
| CCOC(=O)CNC(=O)c1ccc(C)cc1 | 9.9 | -3.7 | 3.0 | -0.5 | 4.9 | -12.9 | -14.6 | -6.0 | 0.8 |
| COc1ccc2c(=O)c3c(=O)n(-c4ccccc4)c(-c4ccco4)nc3oc2c1 | -72.3 | 4.1 | -6.2 | 11.5 | 6.7 | -79.0 | -79.0 | 7.1 | -0.8 |
| COc1ccc(NC(=O)COC(C)=O)cc1OC | 17.5 | . | 5.2 | -0.1 | 2.6 | -6.1 | -6.9 | -3.7 | -1.4 |
| CCOC(=O)C1CCN(C(=O)COc2ccc(Br)cc2C)CC1 | 26.6 | 15.7 | 32.4 | -2.3 | 1.9 | 14.6 | -24.4 | -0.4 | 5.5 |
| O=C(CN1CCN(c2ccc(O)cc2)CC1)Nc1ccc2c(c1)OCCO2 | -36.4 | 8.2 | -10.7 | -0.7 | -6.5 | 5.0 | 11.6 | -4.7 | -1.2 |
| COc1ccccc1C(=O)CN1C(=O)NC2(CCc3ccccc32)C1=O (configuration not stated) | -16.0 | -6.4 | 8.8 | -3.0 | -1.5 | -14.8 | -15.9 | 12.3 | -0.2 |
| COc1ccc2[nH]c(=O)c(CN(C(=O)c3cccnc3)c3cc(C)ccc3C)cc2c1 | 16.6 | 3.2 | 1.6 | 3.7 | 5.7 | 5.4 | 3.1 | 11.6 | -0.1 |
| CN1CCC(=NNC(=O)C(=O)Nc2ccccc2F)CC1 | 15.1 | -2.6 | 1.9 | 1.1 | 4.9 | 5.3 | -5.6 | -12.5 | 0.2 |
| c1cc(CSc2nnc(-c3ccc4c(c3)OCO4)o2)ccn1 | -23.6 | -48.6 | -10.4 | 4.1 | -12.2 | -27.1 | -70.8 | -1.5 | 4.1 |
| Cc1cccc(C(=O)NNC(=O)c2ccccc2-n2cccc2)c1 | 12.0 | 2.9 | -21.9 | 1.4 | 1.9 | 15.8 | 9.5 | 9.9 | -0.9 |
| Cc1nc2ccc(NC(=O)c3ccc(Br)o3)cc2s1 | -78.5 | . | 0.0 | -0.6 | -3.4 | -68.0 | -57.3 | 10.1 | 6.1 |
| COc1ccc(/C=C2\SC(=S)N(NC(=O)c3csc4c3CCCC4)C2=O)cc1 | 2.8 | -23.6 | -6.9 | -1.4 | 15.6 | -0.8 | 16.0 | 15.3 | -0.9 |
| CC1(C)Cc2c(cnn2-c2ccccc2)C(=O)/C1=N\NC(=O)c1ccccc1 | -16.9 | -4.0 | 7.5 | -0.4 | 5.7 | 8.7 | 15.6 | 8.5 | 0.0 |
| CCOC(=O)C(CCc1ccccn1)c1ccccc1 (configuration not stated) | . | 4.7 | 2.5 | . | 1.2 | . | . | 11.4 | . |
| CC(C)(C)N(Cc1ccccc1)C(=O)c1ccc2c(c1)OCCO2 | 8.6 | 3.5 | 13.8 | 6.0 | 4.3 | 8.4 | 4.0 | -1.1 | -0.8 |

Complete entries from above. Screens in order: 697 NFkB inh | Gli-Sufu antag | EBI2 antag | UPR XBP1 act | CXCR6 block | Jurkat NFkB inh | Mdm2 MdmX PPI | CCR6 antag | CHOP UPR activ
`c1cncc(-c2nnc(SCc3nc4ccccc4[nH]3)o2)c1` across the screens: 13.5 | 4.6 | 3.4 | 4.5 | 2.8 | 0.3 | -6.7 | 9.9 | -1.9
`CN1CCC(=NNC(=O)C(=O)Nc2ccccc2F)CC1` across the screens: 15.1 | -2.6 | 1.9 | 1.1 | 4.9 | 5.3 | -5.6 | -12.5 | 0.2
`COc1ccc2c(=O)c3c(=O)n(-c4ccccc4)c(-c4ccco4)nc3oc2c1` across the screens: -72.3 | 4.1 | -6.2 | 11.5 | 6.7 | -79.0 | -79.0 | 7.1 | -0.8
`CC(C)(C)N(Cc1ccccc1)C(=O)c1ccc2c(c1)OCCO2` across the screens: 8.6 | 3.5 | 13.8 | 6.0 | 4.3 | 8.4 | 4.0 | -1.1 | -0.8
`CC1(C)Cc2c(cnn2-c2ccccc2)C(=O)/C1=N\NC(=O)c1ccccc1` across the screens: -16.9 | -4.0 | 7.5 | -0.4 | 5.7 | 8.7 | 15.6 | 8.5 | 0.0

Two of the compounds above, with each value named:
COc1ccc(/C=C2\SC(=S)N(NC(=O)c3csc4c3CCCC4)C2=O)cc1
  697 NFkB inh = 2.8
  Gli-Sufu antag = -23.6
  EBI2 antag = -6.9
  UPR XBP1 act = -1.4
  CXCR6 block = 15.6
  Jurkat NFkB inh = -0.8
  Mdm2 MdmX PPI = 16.0
  CCR6 antag = 15.3
  CHOP UPR activ = -0.9

CC1(C)Cc2c(cnn2-c2ccccc2)C(=O)/C1=N\NC(=O)c1ccccc1
  697 NFkB inh = -16.9
  Gli-Sufu antag = -4.0
  EBI2 antag = 7.5
  UPR XBP1 act = -0.4
  CXCR6 block = 5.7
  Jurkat NFkB inh = 8.7
  Mdm2 MdmX PPI = 15.6
  CCR6 antag = 8.5
  CHOP UPR activ = 0.0
